# Assay outcomes as filed in PubChem.
# F508del corr: F508del CFTR correction, initial screen, CFBE line, single point | CFBE cells, YFP halide quenching; stimulated with forskolin plus potentiator P3; % fluorescence drop versus neutral controls | activity (quench increase), % at 7.58 µM | actives 0.36% (n = 350,000);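 active = mean added fluorescence quench of at least 8% versus neutral control, with both replicates also reaching 8%; inconclusive = only one of the mean or replicate conditions met; inactive = mean below 8% and not both replicates reaching 8%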;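 also: cells transiently co-express mutant CFTR-F508del with the halide-sensitive YFP; corrector assay measuring rescue of mutant channel to the surface after 24 h compound exposure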
# PAX8 inh HTS: inhibitors of PAX8-driven TPO luciferase reporter, primary screen, RMG-I cells, single concentration; SteadyGlo, 24 h; inhibition, % at 12.6 µM; actives 1.2% (n = 360,000); AID 652154, 2013;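 active = mean replicate inhibition at least 60% with every replicate also reaching 60%; inconclusive = only one of the two criteria is met; inactive = mean below 60% and not all replicates reaching 60%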;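 also: luciferase light reporting Pax8 driven TPO promoter activity; plate controls were median of neutral control wells for no effect and mitoxantrone controls for full effect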
# ARNT-TACC3 inh: disruptors of ARNT/TACC3 protein interaction, primary screen, biochemical, AlphaScreen, single concentration. Transforming acidic coiled-coil-containing protein 3 (Homo sapiens), Q9Y6A5. AlphaScreen His-ARNT PAS-B/GST-TACC3 binding, luminescence; TACC3 fragment carries E629A point mutation. inhibition, % at 9.99 µM. actives 0.66% (n = 390,000). AID 623870, 2012;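 active = mean inhibition of replicates at least 50% and at least half of replicates each reaching 50%; inconclusive = half or more replicates reach 50% but mean below 50%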;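 also: 0% = complete ARNT plus TACC3 wells and 100% = ARNT alone without TACC3; many hits fall short of the cut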
# ERp5 block: inhibitors of ERp5-driven insulin aggregation, primary screen, biochemical, turbidity, absorbance 650 nm, single point | Protein disulfide-isomerase A6 (Homo sapiens), Q15084 | 90 min | inhibition, % at 9.99 µM | actives 0.05% (n = 350,000);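 active = mean replicate inhibition above about 25%, with every replicate also reaching it, limit read from the data, passing the limit was not always enough; inconclusive = only one of those two criteria met; inactive = neither criterion met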
# Target sequence (Q15084 whole entry, looked up): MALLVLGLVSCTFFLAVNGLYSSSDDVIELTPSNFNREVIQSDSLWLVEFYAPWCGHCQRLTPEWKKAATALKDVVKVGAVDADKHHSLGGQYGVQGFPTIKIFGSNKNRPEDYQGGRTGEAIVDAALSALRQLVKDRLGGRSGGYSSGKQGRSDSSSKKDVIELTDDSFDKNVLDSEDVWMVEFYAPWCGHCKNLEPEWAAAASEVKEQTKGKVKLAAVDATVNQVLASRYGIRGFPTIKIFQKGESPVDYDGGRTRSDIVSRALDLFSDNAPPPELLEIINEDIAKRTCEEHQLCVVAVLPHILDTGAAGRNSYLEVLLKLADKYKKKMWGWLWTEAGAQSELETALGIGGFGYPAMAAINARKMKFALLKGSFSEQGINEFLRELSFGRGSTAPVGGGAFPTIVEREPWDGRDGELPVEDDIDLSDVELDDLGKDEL
# INS-1E GSIS act: GLuc luminescence reporter in INS-1E cells, primary screen for activators of glucose-dependent secretion of insulin | actives 0.61% (n = 370,000) | INS-1E GLuc reporter insulin secretion, 2-3 h | activation, % at 16.6 µM | AID 743287, 2014;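 active = lowest replicate activation of at least 40%, so every replicate reaches that level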;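 also: 0% = median of neutral control wells and 100% = median of IBMX positive control wells; some compounds called inactive have numbers as strong as hits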
# EWS-Fli block: EWS/Fli-driven NR0B1 reporter inhibitors, primary screen, A673 cells, NR0B1 luciferase, luminescence, MLPCN library; actives 0.67% (n = 350,000); AID 651661, 2012; inhibition, % at 12.6 µM; viability-normalised;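 active = mean inhibition of at least 50% after viability correction, with every replicate also passing that limit; inconclusive = mean reaches 50% but only one of two replicates passes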;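 also: firefly luciferase signal divided by Alamar Blue viability fluorescence both relative to DMSO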
# XiGFP reactiv: activators of inactive X chromosome reactivation, primary screen, imaging, XiGFP fibroblasts, GFP high-content imaging, set 2; XiGFP mouse fibroblasts, % GFP-positive cells imaging, 3 d; cells co-treated with 5-aza-dC sensitizer; scaled so ellipticine positive control = 100%; activation, % at 7.58 µM; actives 0.055% (n = 360,000); AID 743238, 2013;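 active = mean normalized replicate activation at least 10% and every replicate at or above 10%; inconclusive = only one of the two criteria met; inactive = mean below 10% and not all replicates reach 10%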;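 also: 0% = median of on-plate neutral control wells and 100% = ellipticine 6 µM median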
#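 System: SV40-immortalized XiGFP fibroblast cells, line 68-5-11 / Incubation: 3-day compound exposure, then 15 min fixation at room temperature / Compound: single concentration per compound, delivered by pin transfer / Buffer or medium: DMEM plus 5-aza-dC sensitizer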
# DENV2 CPE rescue: inhibitors of DENV2 cytopathic effect, primary screen, cell-based, plate reader, single concentration; DENV2-infected cells, cytopathic effect rescue; CPE inhibition, % at 9.99 µM; actives 1.7% (n = 350,000); in the data active = CPE inhibition above about 20%, passing the limit was not always enough; inconclusive = no clear call, values can overlap the other calls; tested in BHK-21 cells;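 also: 0% = median of neutral control wells and 100% = median of positive control wells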
# Active calls of the source: *; u = inconclusive; x = not tested or not shown; & = joins results of further samples. No enrichment for hits, and some 4.2% of all compounds hit somewhere here.
molecule,F508del corr,PAX8 inh HTS,ARNT-TACC3 inh,ERp5 block,INS-1E GSIS act,EWS-Fli block,XiGFP reactiv,DENV2 CPE rescue
Cc1c(NC(=O)OCc2ccccc2)c(=O)n(-c2ccccc2)n1C,-5.6,-11,2,-7,-1,-4,-0.1,-4
Cn1cc(Br)c(C(=O)Nc2ncc(Br)s2)n1,x,-42,4,-2,4,-69,0.4,-1
NS(=O)(=O)c1ccc(CCNC(=O)C(=O)NCC2OCCN2S(=O)(=O)c2cccs2)cc1 (stereo not drawn),1.0,1,-5,12,1,2,0.1,-1
Cc1noc(C)c1NC(=O)Nc1ccc2c(c1)C(=O)N([C@H](C)CO)C[C@@H](C)[C@H](CN(C)Cc1ccc(C(=O)O)cc1)O2,-0.7,x,-3,0,-4,-4,-1.4,10
COc1ccc(CN2C[C@@H](O)COC[C@@H]3O[C@H](CC(=O)N(C)C)CC[C@H]32)cc1,-1.4,-14,-1,-4,4,8,0.2,1
Cc1c(Cc2ccc3c(c2)OCO3)sc(NC(=O)c2cccc3ccccc23)c1C(N)=O,-1.3,x,-2,3,5,-36,-0.3,-1
Cc1cccc(N2CCN(C(=O)c3ccc(CNc4c(N5CCC(C)CC5)c(=O)c4=O)cc3)CC2)c1C,-0.4,-8,x,1,-7,9,-0.1,-5
Cc1c(C(C)C)c(=O)n(-c2ccc(S(=O)(=O)NC3CC3)cc2)n1C,2.6,10,1,-1,-5,0,0.0,14
CN(CC(=O)NC1CCCCCCC1)S(=O)(=O)c1cnc[nH]1,0.7,1,1,5,9,17,0.4,1
COc1ccc(Cl)cc1NC(=O)Nc1ccccc1C(N)=O,-0.7,6,1,0,5,-2,0.0,-1
Cc1cccc(OCCCn2c(=O)oc3ccc(C)cc32)c1,-1.3,-18,-16,0,-4,-8,-0.1,-1
CC(C)NC(=O)N(C)C[C@H]1Oc2ncc(-c3cccc(C#N)c3)cc2C(=O)N([C@H](C)CO)C[C@@H]1C,2.0,x,5,-3,1,0,-0.2,7
COc1cc(C(=O)Nc2ccccc2C(=O)NCc2cccnc2)cc(OC)c1OC,-1.1,3,3,-1,16,11,0.0,3
O=C(C[C@H]1C=C[C@H](NC(=O)c2ccccn2)[C@@H](CO)O1)NCc1cc(F)cc(F)c1,1.0&2.9,2&-1,x,6&1,0&3,-8&4,0.1&-0.2,-2&-8
C/C(=N\Nc1ccc(S(N)(=O)=O)cc1[N+](=O)[O-])c1cccnc1,4.6,5,40,0,10,4,0.0,-6
COCCCNC(=O)c1ccccc1Sc1ccc(NC(C)=O)nc1,0.3,4,-1,-2,-1,-3,0.0,0
CCOC(=O)c1c(C)c(C)n2c1NC(=O)C2,1.2,23,x,0,6,-7,0.0,5
CC(=O)c1ccc(OCc2cc(C(=O)N(C)Cc3cc(C)no3)no2)cc1,-0.8,-84,-4,-3,9,x,0.0,2
O=C(Nc1ccccc1F)N[C@@H]1C=C[C@@H](CC(=O)N2CCCCC2)O[C@@H]1CO,0.2,1,-15,1,-2,5,0.1,7
O=Cc1c[nH]c2cccc(OCc3ccccc3)c12,3.3,x,-4,-8,-37,-42,0.1,12
O=C(c1cn(-c2ccccc2)nc1-c1cccc(Br)c1)N1CCOCC1,0.3,-5,-1,-2,-16,0,0.0,0
Cn1c(=N)n(CC(O)c2cccs2)c2ccccc21 (stereo not drawn),x,2,-8,3,10,1,0.0,-1
COc1ccc(NC(=O)COC(=O)C2COc3ccccc3O2)cc1 (stereo not drawn),5.6,2,x,5,-5,3,0.1,-5
Cc1cc(C)c2nc(N3C(=O)C(O)=C(C(=O)c4ccco4)C3c3cccc(O)c3)sc2c1 (stereo not drawn),1.2,-7,-8,-6,21,-5,0.0,2
CSc1cccc(NC(=S)N(Cc2ccccc2)Cc2cccnc2)c1,0.6,3,3,-3,-25,8,0.0,-2
COc1ccc(S(=O)(=O)NCC(c2ccc3c(c2)OCO3)N2CCN(c3ccccc3)CC2)cc1 (stereo not drawn),3.1,5,-4,-3,-3,4,0.0,16
Cc1noc(C)c1NC(=O)Nc1ccc2c(c1)CC(=O)N([C@H](C)CO)C[C@H](C)[C@@H](CN(C)Cc1ccc(C(=O)O)cc1)O2,-4.7,x,-8,-5,17,-6,0.2,-12
CCn1c(SCc2ccc(Cl)c(Cl)c2)nnc1C(C)NC(=O)c1ccc(OC)cc1 (stereo not drawn),1.2,25,-4,-2,x,25,-0.1,-14
COc1cc(Cl)c(C)cc1NC(C)C(=O)Nc1cc(C(F)(F)F)ccc1N1CCOCC1 (stereo not drawn),x,25,1,x,-4,x,1.2,x
C=CCS/C(N)=N\N=C\c1c(O)ccc2ccccc12,1.1,-93,16,-2,-19,-113,0.0,-5
CC(C)[C@@H](N)C(=O)N/N=C/c1ccc2nccnc2c1,0.4,-20,3,2,-3,1,0.9,-1
C[C@H]1CN([C@@H](C)CO)S(=O)(=O)c2ccc(C3=CCCC3)cc2O[C@H]1CN(C)CC1CC1,-1.2,x,4,-3,2,3,-0.9,5
COc1cccc2cc(-c3cn4ccc(C)cc4n3)c(=O)oc12,x,x,-6,2,10,x,x,0
CC(=O)Nc1cccc(C(=O)/C=C/c2ccc(N(C)C)cc2)c1,-1.8,-97,-7,-2,11,-55,0.0,0
O=C(NNC(=O)c1cc2ccccc2o1)c1ccc(Cl)cc1,-0.8,-17,-3,4,-1,-4,u,-2
COCCN(CCOC)C(=O)C1CCCN(S(=O)(=O)c2ccc(NC(=O)OC)cc2)C1 (stereo not drawn),-2.9,5,0,1,9,-1,0.7,1
O=C(Cc1ccc(Cl)cc1)Nc1ccc(Br)cn1,6.0,-30,8,3,-14,-60,0.1,-4
O=C(Nc1ccc(Nc2ccccc2)cc1)c1cc([N+](=O)[O-])ccc1Cl,-1.8,29,2,-1,10,6,0.0,17
CC(=O)c1c(C)[nH]c(C(=O)OCC(=O)Nc2ccc3[nH]c(=O)[nH]c3c2)c1C,-2.7,-12,-5,-7,6,-1,-0.8,13
COc1cc(OC)c(OC)cc1CN1CCN(Cc2cccc(F)c2)CC1,-0.1,-9,-8,3,-9,15,0.1,8
CCCC(=O)N1CCC2(CC1)CN(C(=O)C1CCCC1)[C@H](CO)c1[nH]c3cc(OC)ccc3c12,-0.6,-4,x,-5,-13,8,0.4,-8
CO[C@H](CN(C)C(=O)C1CC1)[C@H](C)CN(C(=O)Nc1ccc(C(F)(F)F)cc1)[C@H](C)CO,0.7,-2,10,13,-33,-3,-0.1,-2
C[C@@H]1CN([C@@H](C)CO)C(=O)CCCn2cc(nn2)CO[C@H]1CN(C)Cc1cccc(C(F)(F)F)c1,2.6,x,-5,2,-3,1,-0.1,-10
Cc1cc(OCC(=O)NCC(O)c2ccccc2)c2c(C)c(C)c(=O)oc2c1 (stereo not drawn),-0.9,37,-4,-1,8,-2,0.0,4
O=C(C[C@H]1C=C[C@@H](NC(=O)C2CCOCC2)[C@H](CO)O1)NCC1CCCCC1,-1.7,x,-8,2,17,-2,0.1,-3
COc1ccc(CN(C)C[C@@H]2OCCCC[C@@H](C)Oc3ccc(NC(=O)CCCN(C)C)cc3C(=O)N([C@@H](C)CO)C[C@H]2C)cc1,0.0,-2,-1,-4,5,-24,0.0,5
c1ccc2c(CSc3ncnc4nc[nH]c34)cccc2c1,3.2,9,x,2,-10,6,0.1,-4
O=c1[nH]cnc2cc(-c3ccc(Br)cc3)sc12,1.4,-145,x,-1,9,-76,0.0,3
CO[C@H](CN(C)S(=O)(=O)c1ccc(Cl)cc1)[C@H](C)CN([C@H](C)CO)S(=O)(=O)c1cccc(Cl)c1,4.0,3,-4,0,-33,1,0.0,12
Cc1nnc(SCC(=O)N(CC(C)C)C2CCS(=O)(=O)C2)s1 (stereo not drawn),1.4,-8,-4,-1,x,0,1.4,-12
COc1ccc(C2CC=C(C(C)=O)CN2S(=O)(=O)c2ccc(C)cc2)cc1 (stereo not drawn),0.4,-33,x,-5,-5,-10,0.3,4
Cc1nn(-c2ccccc2)c2nc(C(F)(F)F)[nH]c(=O)c12,x,16,1,3,-16,5,0.1,4
CCOC(=O)c1ccc(Nc2ncccc2[N+](=O)[O-])cc1,-2.1,-104,23,-7,11,-5,0.0,-4
O=C(Nc1cccnc1)c1cc(-c2cccnc2)nc2ccc(Br)cc12,-0.2,x,x,-1,2,3,x,-10
Cc1ccc(SCCNC(=S)Nc2ccc(C)cc2C)cc1,-2.7,10,x,-6,-24,10,0.0,1
C[C@H]1CN([C@@H](C)CO)C(=O)c2cc(NC(=O)c3ccncc3)ccc2O[C@H]1CN(C)Cc1ccncc1,-0.9,-7,-2,6,4,-7,-1.0,3
COc1ccc(-c2coc3cc(OC4OC(CO)C(O)C(O)C4O)cc(O)c3c2=O)cc1 (stereo not drawn),-1.5,-333,3,2,6,-86,0.0,-3
O=C(NNC1CC(=O)N(c2ccc(Cl)cc2)C1=O)c1ccccn1 (stereo not drawn),2.1,6,x,0,-24,2,0.0,2
O=C(NCCCO)c1ccc2nc(-c3ccco3)c(-c3ccco3)nc2c1,-1.8,-2,47*,-4,22,-6,0.0,-1
Cc1nc(CNC(=O)CC2C(=O)NCCN2Cc2ccoc2)nc2c1CCCC2 (stereo not drawn),-4.2,9,-4,-2,26,-5,0.4,-7

# Next part
molecule,F508del corr,PAX8 inh HTS,ARNT-TACC3 inh,ERp5 block,INS-1E GSIS act,EWS-Fli block,XiGFP reactiv,DENV2 CPE rescue
NNc1ccc(Cl)nn1,-0.2,13,x,3,32,-6,0.1,3
O=C(C[C@@H]1C=C[C@H](NC(=O)C2CCOCC2)[C@H](CO)O1)Nc1ccc(-c2ccccc2)cc1,1.2,7,1,-1,1,2,-0.1,6
C=C(C1=CCN(S(=O)C(C)(C)C)[C@@H]1CCO)c1ccccc1 (stereo partly drawn),0.6,-3,-1,-2,9,0,0.1,0
C[C@@H]1CCCCO[C@H](CN(C)Cc2ccc3c(c2)OCO3)[C@@H](C)CN([C@H](C)CO)C(=O)c2cc(NC(=O)c3ccncc3)ccc2O1,0.4,-15,-9,x,-2,-6,0.2,-8
C[C@H]1CN([C@@H](C)CO)C(=O)c2cccc(NC(=O)c3cnccn3)c2O[C@@H]1CN(C)C(=O)Nc1cccc2ccccc12,1.7,23,-8,-10,22,6,-1.2,0
COc1ccc2c3c(n(C)c2c1)[C@H](CO)NCC31CCN(C(=O)Nc2ccc(F)cc2F)CC1,1.1,13,x,6,-5,10,0.0,0
